NPY-Y1 PAM-ag: human NPY-Y1 potentiation or agonism, primary screen. P25929. activation, % at 3.6 µM. NPY-Y1 expressing cells, potentiator/agonist activation. actives 0.37% (n = 220,000). AID 1304; in the data active = activation above about 33%, passing the limit was not always enough;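 note: cells stimulated with NPY at EC10 then isoproterenol at EC100; 0% = low agonist plus stimulus and 100% = saturating agonist plus stimulus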
Target sequence (P25929 whole entry, looked up): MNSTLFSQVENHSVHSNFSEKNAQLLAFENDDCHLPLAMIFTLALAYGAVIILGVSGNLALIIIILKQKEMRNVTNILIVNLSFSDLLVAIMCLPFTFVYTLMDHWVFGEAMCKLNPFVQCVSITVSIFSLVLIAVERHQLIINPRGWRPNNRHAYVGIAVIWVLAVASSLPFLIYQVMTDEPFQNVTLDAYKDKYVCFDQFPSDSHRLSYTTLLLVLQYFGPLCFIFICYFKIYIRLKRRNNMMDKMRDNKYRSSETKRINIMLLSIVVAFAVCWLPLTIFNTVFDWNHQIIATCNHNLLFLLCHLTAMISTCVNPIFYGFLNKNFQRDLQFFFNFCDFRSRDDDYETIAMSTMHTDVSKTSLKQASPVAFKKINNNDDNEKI
S1P4 antag: blocks the human S1P4 receptor. S1P4-expressing cells, antagonist mode, reporter read-out. inhibition, % at 4.98 µM. actives 0.26% (n = 220,000). AID 1510; in the data active = inhibition above about 29%;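 note: 0% = wells stimulated with agonist and 100% = vehicle wells without agonist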
S1P4 agonist: agonists of human S1P4 receptor | O95977 | S1P4-expressing cell line, agonist reporter assay | activation, % at 4.98 µM | actives 0.35% (n = 220,000) | AID 1509; in the data active = activation above about 11%;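 note: 0% = DMSO vehicle and 100% = reference agonist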
NPY2 pot ag: potentiates or activates human NPY-Y2 receptor. P49146. cells expressing NPY-Y2, potentiator/agonist read-out. activation, % at 3.6 µM. actives 0.45% (n = 220,000); in the data active = activation above about 27%;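 note: cells stimulated with NPY near EC25 plus isoproterenol at EC100; 0% = vehicle plus submaximal agonist and 100% = vehicle plus saturating agonist; some results beyond the cut were filed as inactive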
Target sequence (P49146 whole entry, looked up): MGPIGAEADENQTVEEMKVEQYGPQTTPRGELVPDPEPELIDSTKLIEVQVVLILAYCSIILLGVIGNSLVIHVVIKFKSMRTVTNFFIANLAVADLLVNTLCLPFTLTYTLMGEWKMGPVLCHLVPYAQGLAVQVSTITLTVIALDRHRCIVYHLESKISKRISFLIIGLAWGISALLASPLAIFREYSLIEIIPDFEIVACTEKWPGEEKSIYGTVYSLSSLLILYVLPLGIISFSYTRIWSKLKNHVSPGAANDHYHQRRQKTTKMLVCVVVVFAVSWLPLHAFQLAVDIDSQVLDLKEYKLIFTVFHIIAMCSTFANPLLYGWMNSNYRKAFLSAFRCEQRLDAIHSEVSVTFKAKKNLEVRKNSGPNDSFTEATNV
CHOP inh: inhibitors of CHOP induction in ER stress response | AID 2732 | inhibition, % at 10 µM | actives 3.8% (n = 220,000) | CHO-K1 CHOP-promoter luciferase, tunicamycin-induced, 15-18 h;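 active = compounds that reduced the stress-induced luciferase reporter signal by more than about 70% of percent inhibition, limit read from the data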;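 note: 0% = tunicamycin plus vehicle and 100% = wells without tunicamycin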
NCF1 inh: inhibitors of human p47phox binding; P14598; p47phox/p22phox peptide binding, fluorescence polarization, 2 h; inhibition, % at 24.7 µM; actives 0.53% (n = 220,000); AID 1274;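 active = inhibition above about 30%, limit read from the data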;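 note: 0% = p47phox with labelled peptide and 100% = labelled peptide alone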
BaF3 tox: reduces parental Ba/F3 cell viability, JAK2V617F counter-screen | CellTiter-Glo ATP luminescence | inhibition, % at 5.6 µM | actives 1.1% (n = 220,000) | AID 1486;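 active = inhibition above a per-campaign cutoff, the mean inhibition of all tested compounds plus 3 SD, cut at about 27% in these data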;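 note: 0% = DMSO wells and 100% = JAK Inhibitor I control wells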
Ba/F3 V617F tox: loss of viability in JAK2V617F-driven Ba/F3 cells. Ba/F3 EpoR-JAK2V617F viability, ATP luminescence. inhibition, % at 5.6 µM. actives 1.1% (n = 220,000);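 active = inhibition above the campaign mean plus 3 SD over all tested compounds, cut at about 24% in these data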;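 note: cytokine-independent growth of Ba/F3 cells driven by EpoR plus mutant JAK2; 0% = DMSO-treated cells and 100% = JAK inhibitor I control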
NPY-Y1 antag: antagonists of human neuropeptide Y receptor Y1; P25929; HEK293-CNG Y1 cells, membrane potential fluorescence; NPY at EC95, then isoproterenol; inhibition, % at 3.6 µM; actives 1% (n = 200,000); AID 1040;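 active = inhibition above the campaign mean inhibition of all tested compounds plus 3 SD, cut at about 20% in these data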;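 note: 0% = DMSO wells given NPY plus isoproterenol and 100% = isoproterenol alone without NPY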
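Material: HEK293 cells co-expressing NPY Y1 receptor and cyclic-nucleotide gated channel. Timing: compound incubation 1 h at room temperature, readout 45 min post-stimulation. Signal: fluorescence, membrane potential probe.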
* hit, by the source's call; · = not tested or not shown.

Structure | NPY-Y1 PAM-ag | S1P4 antag | S1P4 agonist | NPY2 pot ag | CHOP inh | NCF1 inh | BaF3 tox | Ba/F3 V617F tox | NPY-Y1 antag
CCOC(=O)C1CCCN(C(=S)NC2CCCC2)C1 (stereo not given) | -8 | -16 | -0.4 | -7 | 11 | -3 | 6 | 3 | 6
CC1CCN(Cc2ccc(-c3nn[nH]n3)cc2)CC1 | 2 | -7 | -0.5 | -4 | 26 | -12 | 0 | 4 | 3
O=C(Cn1c(=O)c2c(ncn2Cc2ccccc2)n(Cc2ccccc2)c1=O)N1CCc2ccccc21 | -8 | 1 | 0.9 | -10 | 41 | -4 | -1 | -4 | 1
CC1=CC(C)(C)NC(=S)N1c1cccc(C)c1 | 24 | -6 | 0.2 | 11 | 6 | -2 | -2 | -2 | 4
COCc1cc(CN2CCCC(CNC(=O)c3ccc(F)cc3)C2)ccc1OC (stereo not given) | -7 | -13 | -0.7 | 3 | -4 | -9 | 9 | 1 | 0
O=C(CNC(=O)c1ccccc1)OCC(=O)N1N=C(c2ccc(Cl)cc2)CC1c1ccco1 (stereo not given) | 16 | -19 | 0.6 | -7 | 60 | · | 0 | -5 | 2
CCOc1ccccc1NC(=O)CN(C)S(=O)(=O)c1ccc(OC)c(C)c1 | -6 | -13 | -1.6 | -7 | 55 | 2 | 3 | 1 | 4
Cc1cc(N2CCC(N(C)C3CCCC3)CC2)nc2cc(O)ccc12 | -30 | -15 | 0.6 | -8 | -4 | -15 | 3 | 1 | 10
O=C(C[n+]1cc(-c2ccc(Cl)c(Cl)c2)n2c1CCC2)c1cccs1 | 8 | -4 | 0.6 | 5 | -8 | -6 | 10 | 5 | ·
OC(CSc1ccccc1Cl)CN1CCN(c2ccc(F)cc2)CC1 (stereo not given) | -33 | -3 | 0.7 | -23 | 65 | -322 | 4 | -3 | 2
CCCCCCCCC(=O)NC(NC(=S)N1CCOCC1)C(Cl)(Cl)Cl (stereo not given) | 19 | -3 | -0.7 | -8 | 11 | -1 | 6 | 2 | 9
Cc1ccc(C)c(N2CCN(C(=O)CCCOc3cc(=O)n(C)c4ccccc34)CC2)c1 | -27 | -7 | 0.2 | -19 | 17 | -10 | 4 | 0 | 15
Cc1nc2ccccn2c1C(=O)CSc1ccccc1Cl | 13 | 9 | -1.2 | -19 | 9 | -24 | 2 | -4 | 4
O=C(Nc1cccc(-c2nc3ccccc3[nH]2)c1)c1ccc(C(=O)Nc2cccc(-c3nc4ccccc4[nH]3)c2)cc1 | -17 | 13 | 0.3 | 0 | -38 | -70 | 2 | 3 | ·
CC(C)(C)c1csc(N/N=C/c2cccnc2)n1 | 3 | 0 | -0.6 | 12 | -8 | -1 | 7 | -1 | 2
COc1ccccc1N1CCN(C(=O)Cn2nnc(-c3ccncc3)n2)CC1 | 16 | -6 | 0.3 | 12 | 8 | -13 | 5 | 0 | 0
COCCN(CC(=O)NC1CCCCC1)C(=O)/C=C/C(=O)c1ccc(OC)cc1O | 1 | 13 | 0.1 | 12 | 108* | -7 | 3 | -3 | 5
Cc1nnc(NC(=O)CCC(=O)NCc2ccco2)s1 | 6 | -4 | 0.8 | -13 | -2 | -7 | -1 | 0 | -8
CNC(=O)NC(=S)NC(=O)c1cccc(Cl)c1 | -17 | -8 | -0.5 | -6 | -13 | -1 | 3 | 3 | 1
Cc1ccc2ncccc2c1N | 5 | 6 | 0.8 | 7 | 28 | 0 | 2 | -2 | 2
Cc1ccc(NS(=O)(=O)c2ccc(OCC(=O)NCc3ccco3)cc2)cc1 | -14 | 9 | 1.9 | 4 | 0 | -14 | 0 | -4 | -1
CC1=NNC(=O)C1CCC(=O)N/N=C(/C)c1ccc([N+](=O)[O-])cc1 (stereo not given) | -19 | -17 | 0.2 | -3 | 3 | -6 | 5 | 1 | 2
Cc1onc(-c2c(F)cccc2Cl)c1C(=O)ONC(=O)c1ccccc1 | -18 | 4 | 1.5 | -23 | 5 | -4 | -1 | 3 | ·
CCCS(=O)(=O)c1c(S(=O)(=O)CCC)c2c(N)cccn2c1C(=O)c1ccccc1 | -12 | 3 | -2.5 | -10 | -2 | -10 | 2 | 3 | -2
O=C(/C=C/c1ccco1)Nc1nc(-c2ccccc2)cs1 | 14 | -8 | 0.1 | -17 | 6 | -12 | 7 | 1 | -3
C/C(=N\NC(N)=S)C12CC3CC(CC(C3)C1)C2 | -3 | 25 | -0.3 | 10 | 51 | -6 | 12 | 10 | 7
CCC(C)N(C(=O)c1csnn1)C(C(=O)NC(C)(C)C)c1ccccc1 (stereo not given) | 0 | 7 | 1.3 | 8 | 43 | -2 | -2 | -3 | 0
COC(=O)c1ccnc(/C=N/O)c1 | -2 | -24 | 2.2 | -4 | 3 | -17 | 0 | -1 | 0
CCOc1ccc2nc(NC(=O)CSc3ccc(Cl)cc3)sc2c1 | -6 | -5 | 0.1 | -30 | 67 | -10 | 6 | 1 | 13
Cc1nc2ccccc2n1CC(O)COCC1CC=CCC1 (stereo not given) | 1 | -12 | -1.5 | 1 | 25 | -7 | 5 | -5 | -3
Cc1ccc(C(=O)N/C(=C/c2cn(-c3ccccc3)nc2-c2ccccc2)C(=O)O)cc1 | -11 | -14 | -0.6 | -9 | 6 | 2 | 3 | 0 | 6
CC1CN(S(=O)(=O)c2cccc(C(=O)Nc3ccc4c(c3)CCC4)c2)CC(C)O1 (stereo not given) | 6 | -12 | 0.1 | 0 | 20 | -17 | 4 | 2 | 0
O=C(CN1CCCC1)Nc1ccccc1Sc1ccc(Cl)cc1 | -7 | -5 | -1.7 | -13 | 64 | -13 | -1 | -5 | 11
CCOC(=O)C1CCN(Cc2ccc(F)c(F)c2)CC1 | 0 | -21 | 2.8 | 6 | 40 | -8 | 5 | -4 | 0
CCOC(=O)C1(CCOc2ccccc2)CCN(Cc2nccn2CC)CC1 | -4 | -1 | -0.1 | -7 | 56 | -4 | 2 | -1 | 2
CCOc1ccc(S(=O)(=O)N(C)c2ccc(OCC(=O)N3c4ccc(C)cc4C4CN(C)CCC43)cc2)cc1 (stereo not given) | -17 | 5 | -0.9 | -22 | 13 | -2 | 8 | 2 | -1
Cc1ncn2cc(-c3ccc(Cl)cc3Cl)[nH]c(=O)c12 | -34 | -1 | -0.9 | -2 | 14 | 1 | 4 | 2 | ·
Cc1onc(-c2ccccc2)c1NC(=O)N(CCC(=O)O)Cc1ccccc1 | -4 | -1 | -1.3 | 8 | 6 | -12 | 2 | -1 | ·
Brc1ccc2c(c1)C(C1=NCCN1)c1ccccc1CS2 (stereo not given) | -8 | -1 | -0.1 | 14 | 17 | -1 | 66* | 74* | 5
CC(C)(C)OC(=O)N1CCC[C@H]1c1nnc(SC/C=C/c2ccccc2)o1 | -11 | -27 | 0.7 | -13 | 42 | -7 | 3 | 5 | -1
CCS(=O)(=O)c1nc2ccccc2n1CC(=O)N1CCCCC1 | 0 | -33 | 0.7 | 0 | -12 | -11 | -1 | 3 | 2
CC(C)N(CC(N)=O)C(=O)Cc1coc2cc3c(cc12)CCC3 | -3 | -22 | 0.3 | -18 | 1 | -10 | 1 | -4 | 0
c1ccc(-c2cc(-c3ccccc3)on2)cc1 | 17 | -1 | 0.9 | -1 | 17 | -8 | -1 | -2 | ·
COc1ccc(N2CCN(C(=O)c3ccc(C)c(Cl)c3)CC2)cc1 | 16 | 1 | 0.7 | 20 | 45 | -7 | 2 | -1 | -3
CCN(Cc1ccncc1)C(=O)c1cccs1 | -16 | -3 | -0.1 | -8 | 6 | -6 | 7 | 1 | 10
Cc1cc2n(n1)C(c1c[nH]c3ccccc13)Nc1ccccc1-2 (stereo not given) | 1 | -3 | 0.4 | 9 | 19 | -16 | 10 | 2 | -1
Clc1ccc2oc(-c3ccccc3)cc(=NCCCN3CCOCC3)c2c1 | -3 | -18 | 0.9 | 0 | -10 | -1 | 2 | 3 | -3
CCCCn1nnc(NC(=O)CCC)n1 | 2 | -13 | -1.4 | 3 | 6 | 2 | 3 | 4 | -2
CCCOc1ccc2oc(=O)c3c(c2c1)CCCN3C(=O)CN1CCN(c2ncccn2)CC1 | 14 | -12 | 1.6 | 3 | · | · | -1 | -4 | 4
c1nc(NC2CCCCC2)c2[nH]cnc2n1 | -3 | -29 | 3.7 | -13 | 54 | -14 | -1 | -1 | 4
COc1ccc(Cc2nnc(NC(=O)c3c(-c4ccccc4)noc3C)s2)cc1 | 11 | -10 | 0.8 | -26 | 6 | -12 | 7 | 1 | 10
CC(C)CCNC(=S)Nc1ccccn1 | -8 | 0 | -2.2 | 0 | 7 | 0 | -3 | -4 | -1
CCOc1cc(/C=N/NC(N)=O)cc(Br)c1OCc1ccccc1F | -9 | -11 | 0.5 | 6 | 68 | -1 | 7 | 0 | -6
O=C(Nc1ccc(N2CCCCC2)c(C(=O)O)c1)c1ccco1 | -2 | -7 | -3.8 | 7 | 23 | 8 | 3 | 0 | -1
O=c1cnnc(N/N=C/c2c[nH]c3ccccc23)[nH]1 | 2 | -30 | -1.2 | 6 | -2 | 99* | 2 | 0 | 2
CCN(CC)S(=O)(=O)c1ccc(C(=O)OCC(=O)Nc2sc3c(c2C#N)CCCCC3)cc1 | -8 | 1 | -3.6 | 1 | 8 | -45 | 8 | 0 | 0

Record cards, from the list above. Order of values: NPY-Y1 PAM-ag, S1P4 antag, S1P4 agonist, NPY2 pot ag, CHOP inh, NCF1 inh, BaF3 tox, Ba/F3 V617F tox, NPY-Y1 antag
Entry for `CCCOc1ccc2oc(=O)c3c(c2c1)CCCN3C(=O)CN1CCN(c2ncccn2)CC1` → 14, -12, 1.6, 3, ·, ·, -1, -4, 4
Entry for `COc1ccc(Cc2nnc(NC(=O)c3c(-c4ccccc4)noc3C)s2)cc1` → 11, -10, 0.8, -26, 6, -12, 7, 1, 10

Next entries.
Structure | NPY-Y1 PAM-ag | S1P4 antag | S1P4 agonist | NPY2 pot ag | CHOP inh | NCF1 inh | BaF3 tox | Ba/F3 V617F tox | NPY-Y1 antag
Cc1ccc(NC(=O)Nc2ccc(Cl)cc2)c(Br)c1 | 10 | -5 | 0.9 | 11 | 86* | -9 | 7 | 2 | 2
CCS(=O)(=O)c1ccc2c(c1)N(S(=O)(=O)c1ccc(C)cc1)CC(C(=O)O)O2 (stereo not given) | 7 | -4 | -0.9 | -10 | 9 | 1 | 5 | -1 | -1
CCOC(=O)c1sc(NC(=O)CSc2nc(-c3ccco3)cc(C(F)(F)F)n2)c(C(=O)OC)c1C | -3 | 0 | 0.8 | 2 | 41 | -29 | 0 | 1 | -6
COc1ccccc1N(C)S(=O)(=O)c1ccc(C(=O)Nc2ccc(N3CCOCC3)cc2)cc1 | 1 | -9 | -0.5 | -13 | 10 | 4 | 3 | 1 | -1
CCN(/N=C/C=C/c1ccccc1)c1cc(=O)n(C)c(=O)[nH]1 | -7 | -10 | 2.4 | 9 | 7 | -9 | 5 | 2 | 5
O=c1[nH]c2ccc(Cl)cc2c(-c2ccccc2)c1N1CCOCC1 | -17 | -4 | -0.2 | -4 | 57 | -8 | 5 | -1 | 7
NC(=S)Cc1nc2n(n1)Cc1ccccc1-2 | -14 | 15 | 2.4 | 1 | 11 | 4 | 5 | 2 | 5
Cc1ccccc1NC(=O)Cc1nc(CSc2nnc(-c3ccc4c(c3)OCO4)o2)cs1 | -35 | -6 | -0.4 | 11 | 50 | -19 | 1 | -3 | -2
COc1ccc(CNC(=O)C(=O)NCCCn2ccnc2)cc1 | -6 | -9 | 0.0 | -7 | 9 | -10 | -1 | -2 | 0
CCn1c(Cc2ccccc2)nnc1SCC(=O)Nc1ccccc1N1CCOCC1 | -29 | -4 | 0.3 | -14 | 8 | -8 | 2 | 1 | 2
